Compound activity (PubChem)
Cav3 T inh: blocks human Cav3.2 T-type calcium channel | O95180 | Cav3.2-expressing cells, Fluo-4 calcium fluorescence FDSS; active compounds read low | B-score at 10 µM | hit rate 4% among 100,000;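 active = single-dose well whose peak fluorescence ratio is a statistical outlier from its plate by either plate-standardised score or position-corrected B-score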
Target sequence (O95180 whole entry, looked up): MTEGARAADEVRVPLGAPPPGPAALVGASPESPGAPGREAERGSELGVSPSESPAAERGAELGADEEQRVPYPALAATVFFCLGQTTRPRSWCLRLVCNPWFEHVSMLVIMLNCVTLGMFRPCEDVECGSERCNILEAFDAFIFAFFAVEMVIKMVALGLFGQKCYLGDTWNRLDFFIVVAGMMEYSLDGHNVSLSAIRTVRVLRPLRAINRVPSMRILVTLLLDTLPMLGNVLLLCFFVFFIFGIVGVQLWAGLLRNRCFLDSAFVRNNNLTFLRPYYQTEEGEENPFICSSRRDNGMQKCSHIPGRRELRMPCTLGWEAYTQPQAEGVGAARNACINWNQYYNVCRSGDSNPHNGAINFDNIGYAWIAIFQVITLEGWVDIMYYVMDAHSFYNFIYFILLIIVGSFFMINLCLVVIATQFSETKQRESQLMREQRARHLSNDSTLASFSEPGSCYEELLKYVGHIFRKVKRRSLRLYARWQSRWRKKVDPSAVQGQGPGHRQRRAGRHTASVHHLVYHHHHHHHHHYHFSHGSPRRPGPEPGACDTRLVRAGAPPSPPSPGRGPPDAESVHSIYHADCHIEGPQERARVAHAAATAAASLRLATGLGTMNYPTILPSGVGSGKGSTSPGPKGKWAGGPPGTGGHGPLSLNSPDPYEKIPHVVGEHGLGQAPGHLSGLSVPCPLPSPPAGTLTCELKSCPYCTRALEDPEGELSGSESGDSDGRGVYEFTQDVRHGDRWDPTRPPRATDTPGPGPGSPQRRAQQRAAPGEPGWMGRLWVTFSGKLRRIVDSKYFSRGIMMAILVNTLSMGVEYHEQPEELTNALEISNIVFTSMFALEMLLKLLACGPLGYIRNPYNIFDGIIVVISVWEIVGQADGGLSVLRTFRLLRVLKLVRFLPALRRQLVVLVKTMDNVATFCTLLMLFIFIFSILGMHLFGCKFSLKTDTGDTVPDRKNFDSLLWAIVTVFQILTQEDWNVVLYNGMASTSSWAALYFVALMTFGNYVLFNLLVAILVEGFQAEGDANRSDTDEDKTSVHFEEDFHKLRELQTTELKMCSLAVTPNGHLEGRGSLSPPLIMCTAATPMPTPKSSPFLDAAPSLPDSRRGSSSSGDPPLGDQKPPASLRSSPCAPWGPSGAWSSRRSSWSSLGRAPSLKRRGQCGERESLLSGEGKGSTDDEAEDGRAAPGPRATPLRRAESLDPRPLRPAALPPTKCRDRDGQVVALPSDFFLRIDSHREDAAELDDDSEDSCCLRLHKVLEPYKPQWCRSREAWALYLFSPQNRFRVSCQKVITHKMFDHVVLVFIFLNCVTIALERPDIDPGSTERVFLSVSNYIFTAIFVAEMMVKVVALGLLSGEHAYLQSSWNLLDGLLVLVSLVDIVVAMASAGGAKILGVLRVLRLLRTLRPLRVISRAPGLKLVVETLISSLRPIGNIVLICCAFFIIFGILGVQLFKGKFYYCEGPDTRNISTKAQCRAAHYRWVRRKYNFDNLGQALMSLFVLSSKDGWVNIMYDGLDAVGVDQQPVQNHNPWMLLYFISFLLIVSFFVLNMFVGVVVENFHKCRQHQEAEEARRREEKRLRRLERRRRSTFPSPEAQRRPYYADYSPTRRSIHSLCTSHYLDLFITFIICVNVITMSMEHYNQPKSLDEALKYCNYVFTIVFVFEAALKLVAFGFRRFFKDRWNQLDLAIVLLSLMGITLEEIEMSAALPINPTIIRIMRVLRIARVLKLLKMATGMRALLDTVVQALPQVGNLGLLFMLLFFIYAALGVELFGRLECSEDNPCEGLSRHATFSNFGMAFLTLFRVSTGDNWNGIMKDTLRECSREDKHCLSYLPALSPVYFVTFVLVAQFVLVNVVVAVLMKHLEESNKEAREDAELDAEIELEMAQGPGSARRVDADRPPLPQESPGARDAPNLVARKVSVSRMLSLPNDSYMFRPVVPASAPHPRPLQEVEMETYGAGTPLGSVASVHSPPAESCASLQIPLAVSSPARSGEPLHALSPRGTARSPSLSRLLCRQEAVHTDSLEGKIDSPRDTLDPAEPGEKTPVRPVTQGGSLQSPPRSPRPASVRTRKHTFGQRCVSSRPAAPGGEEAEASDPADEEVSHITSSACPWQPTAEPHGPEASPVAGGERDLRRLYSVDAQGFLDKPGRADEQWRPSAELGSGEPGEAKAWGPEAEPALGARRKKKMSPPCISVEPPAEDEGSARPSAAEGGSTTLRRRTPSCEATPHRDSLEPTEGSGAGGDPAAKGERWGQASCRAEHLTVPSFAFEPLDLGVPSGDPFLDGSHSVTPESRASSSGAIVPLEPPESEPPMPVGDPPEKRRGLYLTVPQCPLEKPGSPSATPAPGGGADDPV
* marks the source's active call; other numbers are inactive results. Not all compounds are listed; the hit share may differ from the screen's.

A first look:
Cav3 T inh	compound
0.39	COc1ccc(N2C(=O)CC(Sc3ncn[nH]3)C2=O)c(OC)c1 (configuration not stated)
-0.23	CCc1nccn1S(=O)(=O)c1ccc2ccc(C)cc2c1
-0.77	CC(C)NC(=O)c1c(CSc2ccccc2)noc1C(=O)NCc1ccccc1

This part in full (from the top)
Cav3 T inh	compound
0.39	COc1ccc(N2C(=O)CC(Sc3ncn[nH]3)C2=O)c(OC)c1 (configuration not stated)
-0.23	CCc1nccn1S(=O)(=O)c1ccc2ccc(C)cc2c1
-0.77	CC(C)NC(=O)c1c(CSc2ccccc2)noc1C(=O)NCc1ccccc1
1.7	Cc1sc2c(c1C)c(=O)n(-c1ccccc1)c1nnc(C)n21
-0.27	COc1ccc(OC)c(-c2cc(C(=O)Nc3cc(C)on3)no2)c1
-0.61	CC(C)=CCc1cc2c(=O)c3c(O)c4c(cc3oc2c(O)c1O)OC(C)C4(C)C (configuration not stated)
-2.4	O=C(CCN1CCN(Cc2ccccc2)CC1)Nc1cccc(Cl)c1
-0.44	CN1C(=O)C2(Nc3ccccc3-c3nc4ccccc4n32)c2ccccc21 (configuration not stated)
-1.8	CCOc1ccc(S(=O)(=O)NCc2ccco2)c2ccccc12
-0.0032	O=C(NCc1ccco1)C(Cc1ccccc1)N1C(=O)C2C3C=CC(C3)C2C1=O (configuration not stated)
-0.64	O=C(O)c1c2c(nc3ccc(S(=O)(=O)N4CCC(C(=O)N5CCCCC5)CC4)cc13)CCCC2
0.056	CNC(=O)CN(c1cccc(Br)c1)S(C)(=O)=O
0.25	O=C(CSCC(=O)Nc1nccs1)Nc1ccccc1
-1.5	O=C(CCc1ccccc1)Nc1c(F)c(F)c(F)c(F)c1F
1.2	C=CCOc1ccc(C2/C(=C(\O)c3ccc(F)cc3)C(=O)C(=O)N2CCCN(C)C)cc1 (configuration not stated)
1.3	CCNC(=O)[C@H]1O[C@@H](n2cnc3c(N)nc(NCCc4ccc(CCC(=O)O)cc4)nc32)[C@H](O)[C@@H]1O
-0.13	CC(NC(=O)Nc1nccs1)(C(F)(F)F)C(F)(F)F
0.88	N/C(=N\OC(=O)CCC1CCCCC1)c1cccnc1
-0.69	O=C(OCc1ccc(Cl)cc1Cl)c1cccnc1Cl
0.11	CC(C)CCOc1ccc(C(=O)NCCC(=O)N2CCOCC2)cc1
-0.019	Cc1ccc2ccccc2[n+]1CCCS(=O)(=O)[O-]
-7.1*	CCC(=O)N1CCN(c2ccccc2NC(=O)COc2cc(C)ccc2C(C)C)CC1
-0.014	Clc1cc(Cl)c(OCc2nc(-c3ccccn3)no2)cc1Cl
0.041	CN1C[C@@H]2C(c3ccc(C(F)(F)F)cc3)C3(c4cccnc4)CC2(C3)[C@H]1c1ccccc1 (some centres not stated)
0.0025	CNC(=O)c1[nH]cnc1C(=O)N[C@@H](C)C(=O)OCc1ccccc1
0.4	C=CCOc1ccccc1C1NC(=O)NC(C)=C1C(=O)NCc1ccccc1 (configuration not stated)
-0.91	COC(=O)c1cc(=O)n(Cc2cccs2)c(=NCc2cccs2)s1
0.25	CC(C)C(=O)Nc1cccc(C(=O)OCC(=O)c2ccc(Cl)cc2Cl)c1
0.92	COCCCN(C(=O)c1ccco1)c1nc(-c2cc(OC)ccc2OC)cs1
0.31	O=C(O)CCC(=O)Nc1nc(-c2ccccc2)cs1
0.29	CSc1nc(-c2ccc(Cl)cc2)nn1S(=O)(=O)c1ccc(Cl)cc1
-1	CCOC(=O)C(NC(=O)Nc1cccc(C)n1)(OCC(F)(F)F)C(F)(F)F (configuration not stated)
-1.1	CCC(=O)Nc1ccccc1C(=O)NC1CCCCC1
0.98	COc1ccc(COc2cc(-c3cccc(OC)c3)nc3ccc(NC(C)=O)cc23)cc1
0.75	CCOc1ccccc1N1Cc2ccccc2C1
0.1	CCCCOC(=O)CSc1nc(N)c(C#N)c(-c2ccc(OCC)cc2)c1C#N
0.75	c1ccc(OCCOc2ncnc3sccc23)cc1
-0.18	COc1ccc(CCNC(=O)C2(C)CCC(=O)N2Cc2ccc3c(c2)OCO3)cc1OC (configuration not stated)
-1.1	CCCn1c(=O)c(C(=O)NCc2ccncc2)c(O)c2ccccc21
1.7	CC(C)C(NS(=O)(=O)c1cccc2nsnc12)C(=O)N1CCc2ccccc2C1 (configuration not stated)
-2.4	O=[N+]([O-])c1ccc2nc(/C=C/c3ccc(Cl)cc3)[nH]c2c1
-7.1*	Cc1c(C(=O)Nc2ccc(Cl)cc2)c2ccccn2c1C(=O)c1ccc([N+](=O)[O-])cc1
-1.2	O=S(=O)(NCc1cc(-c2ccccc2)no1)c1ccc(Cl)cc1
-2.3	COc1ccc2cc3cc(C(=O)NCCN4CCc5ccccc5C4)oc3nc2c1
1.1	CCC(=O)Nc1ccc2c(c1)C(=O)c1ccccc1C2=O
0.5	COc1ccccc1OCc1ccc(C(=O)NC(C)(C)C)o1
0.46	C=CCn1c(=O)c2ccccc2n2c(SCC(=O)N3CCCc4ccccc43)nnc12
0.55	c1ccn2c(SCc3cn4ccsc4n3)nnc2c1
0.07	Cn1c(SCC(=O)NCc2ccc(F)cc2)nc2ccccc21
0.54	CC(C)CC(=O)Nc1ccccc1N1CCN(C(=O)c2ccccc2)CC1
-1	CCc1cc(C(c2ccc(F)cc2)N2CCOCC2)c(NC(=O)c2ccccc2)s1 (configuration not stated)
-1	O=C1CSC2(C(=O)N3CCCc4cccc2c43)N1c1cccc(C(F)(F)F)c1 (configuration not stated)
-0.031	Cc1ccc(C(=O)Nc2cccc(-c3cnc4ccccc4n3)c2)cc1
1.7	CCC(=O)N1CCc2cc(S(=O)(=O)NCCC(=O)Nc3cc(C)cc(C)c3)ccc21
0.88	Oc1ccc2c(c1)C1CCCC1(N1CCOCC1)O2 (configuration not stated)
0.22	C=CCN1C(=O)CSC1=Nc1ccc(O)cc1
0.036	CCCCOc1ccc(/C(O)=C2/C(=O)C(=O)N(CCN(C)C)C2c2ccc(O)c(OC)c2)cc1 (configuration not stated)
0.79	Cc1cccc(CN2CCN(CC(=O)N3CCCC3)C2=O)c1
1.5	CCCCn1c(=NC(=O)c2cccnc2)c(C(=O)OCC)cc2c(=O)n3ccccc3nc21
0.018	O=C(NCCc1ccccc1)C1CCN(S(=O)(=O)c2ccc(-c3nn[nH]n3)cc2)CC1

Three structures from above, sorted by SMILES length, smallest number first:
Cav3 T inh	compound
0.75	c1ccc(OCCOc2ncnc3sccc23)cc1
0.55	c1ccn2c(SCc3cn4ccsc4n3)nnc2c1
-7.1*	Cc1c(C(=O)Nc2ccc(Cl)cc2)c2ccccn2c1C(=O)c1ccc([N+](=O)[O-])cc1

Returning to the listing; the 6 compounds before the break are reprinted first.
Cav3 T inh	compound
0.88	Oc1ccc2c(c1)C1CCCC1(N1CCOCC1)O2 (configuration not stated)
0.22	C=CCN1C(=O)CSC1=Nc1ccc(O)cc1
0.036	CCCCOc1ccc(/C(O)=C2/C(=O)C(=O)N(CCN(C)C)C2c2ccc(O)c(OC)c2)cc1 (configuration not stated)
0.79	Cc1cccc(CN2CCN(CC(=O)N3CCCC3)C2=O)c1
1.5	CCCCn1c(=NC(=O)c2cccnc2)c(C(=O)OCC)cc2c(=O)n3ccccc3nc21
0.018	O=C(NCCc1ccccc1)C1CCN(S(=O)(=O)c2ccc(-c3nn[nH]n3)cc2)CC1
1.3	Cn1c(CNc2ccccc2)cc(=O)n(C)c1=O
0.94	COc1ccc(S(=O)(=O)N=C2C=C(C)C(=O)C(C)=C2)cc1
-0.22	O=C(NC1(C(F)(F)F)NC(=O)N(C2CCCC2)C1=O)C1CC1 (configuration not stated)
0.65	CCC(NC(=O)Cn1cnc2c(=O)n(C)c(=O)n(C)c21)c1ccccc1 (configuration not stated)
-0.54	CCOc1ccc(-n2c(SCC(=O)Nc3ccccc3C)n[nH]c2=O)cc1
-3.8	O=C(c1cc2c(ccc3ccccc32)o1)N1CCN(c2ncc(C(F)(F)F)cc2Cl)CC1
-0.24	CCOC(=O)CCNCC1COc2ccccc2O1 (configuration not stated)
-0.0068	Cc1ccc(Cl)cc1N1CCN(CC(=O)Nc2ccc(CN3CCCCC3)cc2)CC1
-1.9	O=C1N=C(N2CCN(c3cccc4ccccc34)CC2)S/C1=C/c1cccs1
1	COc1ccccc1CC1(C)NC(=O)N(CC(=O)N2CCc3ccccc3C2)C1=O (configuration not stated)
-0.86	CCn1cc(S(=O)(=O)CC(=O)Nc2ccc(C)cc2)c2ccccc21
-1.5	COC(=O)c1ccccc1NC(=S)NC(=O)c1ccccc1
0.53	O=c1c2ccccc2nc2n1-c1ccccc1CCC2
-0.91	CCc1ccc(C(=O)Nc2cc3c(cc2Cl)OCCCO3)cc1
-4.3*	Cc1nn(Cc2cccc(C(=O)Nc3ccn(Cc4ccccc4F)n3)c2)c(C)c1[N+](=O)[O-]
1.1	C[C@]12CC[C@@H]3c4ccc(O[C@@H]5O[C@H](C(=O)O)[C@@H](O)[C@H](O)[C@H]5O)cc4CC[C@H]3[C@@H]1C[C@@H](O)[C@@H]2O
0.42	O=C(Oc1cccc([N+](=O)[O-])c1)c1cc(-c2ccccc2)nc2ccccc12
0.37	COc1ccc(OC)c(NC(=O)C2CCCC2)c1
-0.028	Cc1ccc(Sc2c(C=O)c3ccccc3n2C)cc1
0.95	Cc1cccc(N2C(=O)CC(N3CCC(c4nc5ccccc5[nH]4)CC3)C2=O)c1 (configuration not stated)
-0.034	O=C(c1ccc(Br)o1)N1CCN(C/C=C/c2ccccc2)CC1
-0.054	CC1=C(C)CC(C(=O)c2ccccc2)C(C(=O)O)C1 (configuration not stated)
-0.0066	COc1ccccc1NC(=O)C(C/C=C(/C)Cl)C(C)=O (configuration not stated)
0.7	CSCCC(NC(=O)c1ccc(=O)n(C)n1)c1nc2ccccc2[nH]1 (configuration not stated)
-0.026	COc1ccccc1/C=N/NC(=O)C(NC(=O)c1ccccc1)=C(C)C
0.3	CC(C)OCCCNC(=O)c1ccc(CS(=O)(=O)Cc2ccccc2F)o1
0.33	CCCCNC(=O)c1ccccc1C(=O)NCCCC
-1.2	COc1ccc(OC)c(CCNC(=O)CN2C(=O)CC(C)(C)S(=O)(=O)c3ccccc32)c1
-0.11	CON/C=C(\C=Nc1ccccc1)c1ncc(C(F)(F)F)cc1Cl
-0.11	COCCCn1cnc2oc3nc4ccccc4nc3c2c1=O
0.031	COc1ccc(S(=O)(=O)N2CCC(C(=O)N3CCCC3)CC2)cc1Cl
0.64	Cc1cc2nc(C)n(CCCN)c2cc1C
0.15	CCOC(=O)c1oc2ccccc2c1CN1CCOCC1
-0.046	CCC(OC(=O)C1=Cc2ccccc2OC1)C(=O)NC1CCCC1 (configuration not stated)
0.85	CCCN1Cc2cccc(C(=O)NC(C)c3cccs3)c2C1=O (configuration not stated)
-0.0075	c1ccc(-c2ccc(C3=Nn4c(nnc4-c4cc(-c5ccccc5)n[nH]4)SC3)cc2)cc1
-0.2	CN(C(=O)c1cnc2n(c1=O)CCS2)C1CCCCC1
-1.4	O=C(CCS(=O)(=O)c1ccc(Cl)cc1)N1CCN(c2ccccc2F)CC1
0.36	CCN(Cc1ccccc1)S(=O)(=O)c1ccc(S(=O)(=O)N2CCN(C)CC2)cc1
-0.021	CCOc1ccccc1NC(=O)CC(O)(C(F)(F)F)C(F)(F)F
1.3	O=C(O)CSc1nnc(-c2cccnc2)n1Cc1ccccc1
0.55	COCc1nnc(NS(=O)(=O)c2c(C)cc(C)cc2C)s1
-0.45	CN(C)C(=O)CCCc1nc(-c2ccc(Cl)cc2)no1
0.036	CC(CCc1ccccc1)NC(=O)c1ccc(Br)o1 (configuration not stated)
-0.48	Cc1ccc(NC(=O)CSc2nc(NS(=O)(=O)c3ccc(C)cc3)cc(=O)[nH]2)cc1
-0.91	CSc1ccc(-c2nnn(CC(=O)NCc3ccccc3)n2)cc1
1	Cc1cc(C)n(Cc2nc3ccccc3n2C)n1
0.17	CCCCN1C(=S)NC[C@@H]1c1ccccc1
-1.7	CC(C)CN(CC(C)C)S(=O)(=O)N1CCC(C(=O)NCCc2ccc(Cl)cc2)CC1
-1.1	CC(C)CNc1cc(Cl)c(S(=O)(=O)NCC(C)C)cc1C(=O)O
-0.25	Cc1cc(Cl)c(S(=O)(=O)NCc2ccncc2)cc1OCC(N)=O
0.23	Cc1ccc(S(=O)(=O)N(C)CCCC(=O)N2CCN(C=O)CC2)cc1
0.11	CCNC(=O)C(Sc1ccccc1)c1ccccc1 (configuration not stated)
-0.76	CCOC(=O)CN(C(=O)CSc1nnc(-c2cccc(OC)c2)o1)c1ccc(F)cc1
-0.0077	O=C(c1ccccc1)N1CCN(Cc2ccccc2)CC1
0.0089	Nc1nnc(SCc2ccc(F)cc2)n1-c1ccccc1
-0.82	O=C(c1oc2ccccc2c1N1CCCCC1)N1CCCCC1
0.021	O=C(C1CCCO1)N(Cc1ccccc1)c1ccccc1 (configuration not stated)
0.18	CCC(=O)NC(=S)Nc1cccc(NC(=O)c2ccc(Cl)cc2Cl)c1
-0.11	Cc1ccc(C)c(N(Cc2ccccc2F)S(C)(=O)=O)c1

The list goes on:
Cav3 T inh	compound
-0.0084	Cc1ccc(-n2nc(C)c3c2OC(N)=C(C#N)C3c2ccoc2)cc1 (configuration not stated)
-0.052	CCOCCCNC(=O)C1CCN(S(=O)(=O)N(CC(C)C)CC(C)C)CC1
-0.23	O=C(NCc1ccccn1)C1C2C=CC(C2)C1C(=O)Nc1ccc(F)cc1 (configuration not stated)
-1.2	CCOC(=O)COc1ccc(/C=C/[N+](=O)[O-])c(OCC(=O)OCC)c1
-0.0033	CCCN1C(=O)SC(CC(=O)Nc2ccccc2)C1=O (configuration not stated)
0.088	O=C(N1CCN(Cc2ccccc2)CC1)C12CC3CC(CC(C3)C1)C2
0.38	O=C(O)c1cccc(NC(=O)C2C3C=CC(C3)C2C(=O)O)c1 (configuration not stated)
-2	C=CCn1c(/N=C/c2ccc(N(C)C)cc2)nc2ccccc21
-0.78	Cc1nc(CS(=O)(=O)c2ccccc2)cc(Sc2ccc(Cl)cc2)n1
-2.1	CCOC(=O)c1c(NC(=O)/C=C/c2ccc(C)o2)sc(C)c1C
